Htt clearance: compounds clearing mutant huntingtin protein. HeLa Exon1htt(103Q)mCFP, aggregate imaging; zero = plate's median compound well. AID 853. inhibition, % at 1.5 µM. 47,000 tested, 0.42% active;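 active = inhibition of aggregate fluorescence above about 70%, also judged a hit by eye on the cell image, limit read from the data, passing the limit was not always enough; inconclusive = no rule stated for this call; inactive = not judged a hit on image review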;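 also: cells exposed to compound for three days before fixation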
Htt clearance grain fraction: recorded beside Htt clearance, whose call it bears; fraction fluorescence in grains; measured here: aggregate grain fluorescence fraction; active compounds read low;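 scaled fraction of total cell fluorescence in grains with unit not stated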
An asterisk follows results filed as active; u = inconclusive; x = no result given; & = joins results of further samples.

1) O=C(Nc1ccc(F)cc1)N1CC2CC(C1)c1cccc(=O)n1C2 (stereo not given)
2) CCOc1ccc(C2(C#N)CC[N+](C)(C)CC2)cc1
3) CCn1c(O)c(C=NCc2cccs2)c(=O)[nH]c1=O
4) CN(C)c1nc(-c2ccccc2)[n+](C)s1
5) CCN(CC)Cc1c[nH]c2ccccc12
6) CCCNS(=O)(=O)c1ccc(OCC(=O)N2CCN(Cc3ccccc3)CC2)cc1

entry no.	1	2	3	4	5	6
Htt clearance	-20	-5	-41	-7	-25	-33
Htt clearance grain fraction	46	31	28	42	48	26

An excerpt of these results, with each value named:
4. CN(C)c1nc(-c2ccccc2)[n+](C)s1
  Htt clearance = -7	Htt clearance grain fraction = 42
5. CCN(CC)Cc1c[nH]c2ccccc12
  Htt clearance = -25	Htt clearance grain fraction = 48
3. CCn1c(O)c(C=NCc2cccs2)c(=O)[nH]c1=O
  Htt clearance = -41	Htt clearance grain fraction = 28

The main list resumes, repeating the two entries before the break.
5) CCN(CC)Cc1c[nH]c2ccccc12
6) CCCNS(=O)(=O)c1ccc(OCC(=O)N2CCN(Cc3ccccc3)CC2)cc1
7) Cc1nn(-c2ccccc2)c2c1CC1(C(=O)N(C)C(=O)N(C)C1=O)C1CCCCN21 (stereo not given)
8) CCOC(=O)c1c(C)n(Cc2ccco2)c2ccc(OC)cc12
9) Cc1nc2ccccc2c(=O)n1-n1cnnc1
10) CCCCn1c(O)c(C(CC)=NCc2ccc3c(c2)OCO3)c(=O)[nH]c1=O
11) O=C(c1ccccc1)c1cn(CC(=O)N2CCOCC2)c2ccccc12
12) CC1(C)CN2C(c3ccc(Cl)cc3)N2C1 (stereo not given)

entry no.	5	6	7	8	9	10	11	12
Htt clearance	-25	-33	-4	1	31	-9	22	1
Htt clearance grain fraction	48	26	17	36	24	43	14	18

13) CN(C)CCCN=Cc1c(O)n(CCc2ccccc2)c(=O)[nH]c1=O
14) CCCC[N+]12CCC(CC1)C(C(=O)c1cccs1)C2 (stereo not given)
15) CC(=O)NC1CC2CCCC(C1)N2 (stereo not given)
16) COC(=O)C(O)(c1c(C)[nH]n(-c2ccccc2)c1=O)C(F)(F)F (stereo not given)
17) CCCCn1c(O)c(C(CC)=Nc2ccc(OC)cc2OC)c(=O)[nH]c1=O
18) CCOP(=S)(OCC)SCC(=O)NC(C(=O)O)C(C)C (stereo not given)

entry no.	13	14	15	16	17	18
Htt clearance	-6	24	-5	-17	-50	16
Htt clearance grain fraction	25	29	36	48	60	17

Some values from above:
#18 | Htt clearance grain fraction = 17
#13 | Htt clearance = -6
#14 | Htt clearance = 24
#15 | Htt clearance = -5

(continued)
19) CCCCNC(=O)c1c(N)n(Cc2ccc3c(c2)OCO3)c2nc3ccccc3nc12
20) N[C@@H](Cc1c[nH]c2ccccc12)c1nnc(SCc2ccc(Cl)cc2)o1
21) CCC(=NCC1CCCO1)c1c(O)[nH]c(=O)[nH]c1=O (stereo not given)
22) N#Cc1ccc(Cn2cc(C(=O)c3ccco3)c3ccccc32)cc1
23) CCCc1nc2ccccc2c(=O)n1-c1cccc(OC)c1
24) Cn1c(O)c(C(=N)COc2cccc(Cl)c2)c(=O)n(C)c1=O

entry no.	19	20	21	22	23	24
Htt clearance	6	51	2	83*	-2	13
Htt clearance grain fraction	39	9.7	39	6.7*	37	31

25) CC(C)Cn1cc(C(=O)N2CCC3(CC2)OCCO3)c2c3ccccc3n(C)c2c1=O
26) O=C(Cc1ccccc1)Oc1ccc(N2C(=O)C3CCCCC3C2=O)cc1 (stereo not given)
27) CC(C(=O)Nc1ccc(Br)cc1C(=O)c1ccccc1)N1CCCCC1 (stereo not given)
28) O=C(Nc1ccccc1OC(=O)N1CCOCC1)N1CCOCC1
29) CCCCn1c(O)c(C(C)=NCc2ccc(F)cc2)c(=O)[nH]c1=O
30) O=C1NC(=O)N(c2ccc3c(c2)OCO3)C(=O)/C1=C/c1ccc(N2CCCCC2)o1

entry no.	25	26	27	28	29	30
Htt clearance	-19	-34	38	-18	-5	-33
Htt clearance grain fraction	23	25	24	23	42	52

31) CN1C(=O)c2ccccc2Sc2ccc(C(=O)N3CCC4(CC3)OCCO4)cc21
32) O=c1[nH]c(=S)n(CCC2=CCCCC2)c(O)c1C=NCCCn1ccnc1
33) Cn1c(O)c(C(c2ccccn2)c2c(O)n(C)c(=S)[nH]c2=O)c(=O)[nH]c1=S
34) CC(=NCc1ccc(F)cc1)c1c(O)n(C)c(=O)n(C)c1=O
35) CCC(C)NC(=O)c1c(N)n(Cc2ccc3c(c2)OCO3)c2nc3ccccc3nc12 (stereo not given)
36) COc1ccc(-n2c(=O)[nH]c3ccccc3c2=O)c(OC)c1

entry no.	31	32	33	34	35	36
Htt clearance	-34	-4	7	-18	-17	25
Htt clearance grain fraction	29	22	35	48	41	26

37) Cc1ccc2c(c1)C1CN(C)CCC1N2C(=O)c1ccco1 (stereo not given)
38) CCC(=NCCN1CCOCC1)c1c(O)n(-c2ccccc2C)c(=O)[nH]c1=O
39) C=CCn1c(O)c(C(C)=NCCc2ccccc2)c(=O)[nH]c1=O
40) OCCNc1c2c(nc3ccccc13)CCCC2
41) CCN(c1ccc(C(O)(C(=O)OC)C(F)(F)F)cc1)S(=O)(=O)c1ccc(C)cc1 (stereo not given)
42) O=C1C2CCCN2C(c2ccc(Cl)cc2)N1c1ccccn1 (stereo not given)

entry no.	37	38	39	40	41	42
Htt clearance	-13	3	12	-62	-20	-13
Htt clearance grain fraction	38	33	21	33	24	39

43) COc1ccc(CCC(C)NCCc2ccccc2)cc1 (stereo not given)
44) CC(C)C(=O)c1cn(Cc2ccc(C#N)cc2)c2ccccc12
45) C=CCN1C(=O)c2ccccc2Sc2ccc(C(=O)N3CCC4(CC3)OCCO4)cc21
46) CCCCNC(=O)Nc1ccc(C(O)(C(=O)OC)C(F)(F)F)cc1 (stereo not given)
47) Cc1nnc2n1-c1ccc(Br)cc1C(c1ccccc1Cl)=NC2
48) CCC(=O)N1CCN(CCN=Cc2c(O)n(C)c(=O)n(C)c2=O)CC1

entry no.	43	44	45	46	47	48
Htt clearance	14	12	4	-15	u	-4
Htt clearance grain fraction	18	18	36	47	x	41

49) O=C(Nc1ccc(Cl)cc1)Nc1nccs1
50) CC(C)CNC(=O)c1c(N)n(Cc2ccco2)c2nc3ccccc3nc12
51) CN1CCCC(C(=O)c2ccccc2)C1 (stereo not given)
52) CC(=NCc1cccnc1)c1c(O)n(C2CCCCC2)c(=O)[nH]c1=O
53) C=CCn1c(O)c(C(C)=Nc2cc(OC)ccc2OC)c(=O)[nH]c1=O
54) Nc1ccc(N2CCN(Cc3ccccc3Cl)CC2)c(Cl)c1

entry no.	49	50	51	52	53	54
Htt clearance	-62	-16	-29	16	-19	-16
Htt clearance grain fraction	63	27	51	30	48	19

55) COc1ccc(C2SCC(=O)Nc3c2c(=O)[nH]n3C2CCCCC2)cc1 (stereo not given)
56) CC(c1ccc(F)cc1)n1cc(C(=O)NCc2ccc3c(c2)OCO3)nn1 (stereo not given)
57) COc1ccc(S(=O)(=O)NCc2ccc(C(=O)N3CCC4(CC3)OCCO4)cc2)cc1
58) COc1ccc(-n2c(O)c(C(C)=NCCN3CCNCC3)c(=O)[nH]c2=O)cc1
59) N[C@@H](Cc1c[nH]c2ccccc12)c1nnc(SCc2ccc(F)cc2)o1
60) N#Cc1ccccc1Cn1cc(C(=O)c2cccs2)c2ccccc21

entry no.	55	56	57	58	59	60
Htt clearance	30	-14	-4	22	-56	-114
Htt clearance grain fraction	26	50	36	26	47	40

Quoted at random: 5 entries already listed.
1) O=C(Nc1ccc(F)cc1)N1CC2CC(C1)c1cccc(=O)n1C2 (stereo not given)
12) CC1(C)CN2C(c3ccc(Cl)cc3)N2C1 (stereo not given)
54) Nc1ccc(N2CCN(Cc3ccccc3Cl)CC2)c(Cl)c1
51) CN1CCCC(C(=O)c2ccccc2)C1 (stereo not given)
6) CCCNS(=O)(=O)c1ccc(OCC(=O)N2CCN(Cc3ccccc3)CC2)cc1

entry no.	1	12	54	51	6
Htt clearance	-20	1	-16	-29	-33
Htt clearance grain fraction	46	18	19	51	26

Additional records:
61) O=c1c2ccccc2nc(-c2ccco2)n1-c1nccs1
62) CC(=NC1CCN(Cc2ccccc2)CC1)c1c(O)n(C)c(=O)n(C)c1=O
63) CCOC(=O)c1c(N)n(Cc2ccc(OC)cc2)c2nc3ccccc3nc12
64) C=C1N2CCC(CC2)C1(O)c1ccc(C)cc1 (stereo not given)
65) CCCCCCn1c(O)c(C=NCCN2CCCCC2)c(=O)[nH]c1=O
66) CCC(=NCCN1CCCCC1)c1c(O)n(C)c(=O)n(C)c1=O

entry no.	61	62	63	64	65	66
Htt clearance	-14	-30	47	24	53	54
Htt clearance grain fraction	24	49	18	29	8.3	8.3

67) Cn1cc(C(=O)c2ccccc2)c2ccccc21
68) COc1cc(C)c(CN2CCN(c3ccccc3)CC2)cc1C
69) COCCOC(=O)c1c(N)n(Cc2ccco2)c2nc3ccccc3nc12
70) O=C1N(CN2CCOCC2)c2ccccc2C1(O)c1c[nH]c2ccccc12 (stereo not given)
71) Cn1nc(-c2ccc(OCC(=O)N3CCN(Cc4ccccc4)CC3)cc2)c2ccccc2c1=O
72) Cc1nc2ncnn2c(C)c1CCC(=O)N1CCC2(CC1)OCCO2

entry no.	67	68	69	70	71	72
Htt clearance	-16	-24	32	27	-255&-29	8
Htt clearance grain fraction	47	22	28	14	69&45	34

73) CC(=O)C1=C(C)OC(N)=C(C(=O)OC(C)C)C12C(=O)Nc1ccccc12 (stereo not given)
74) CCC(=NCc1ccc2c(c1)OCO2)c1c(O)n(C2CCCCC2)c(=O)[nH]c1=O
75) CN1CCN(C(=O)COc2ccc(C(C)(C)C)cc2Br)CC1
76) CCCCn1c(O)c(C(C)=Nc2ccc(C(=O)O)cc2)c(=O)[nH]c1=O
77) CCCCc1nc(N2CCNCC2)c(C#N)c2c1CSC(C)(C)C2
78) CCC(C)NC(=O)c1c(N)n(CCCOC)c2nc3ccccc3nc12 (stereo not given)

entry no.	73	74	75	76	77	78
Htt clearance	41	4	26	-43	-23	6
Htt clearance grain fraction	12	33	17	28	23	19

79) O=P(Nc1c(Cl)cccc1Cl)(c1ccccc1)c1nc2c(s1)CCCC2 (stereo not given)
80) CP(=O)(O)CCCN
81) O=C(c1ccccc1F)c1cn(CC(=O)N2CCOCC2)c2ccccc12
82) O=c1c(C=NCCN2CCNCC2)c(O)n(C2CCCCC2)c(=O)n1C1CCCCC1
83) CCCc1nc2ccccc2c(=O)n1-c1ccccc1OC
84) O=C1NC(=O)C(Cc2cccs2)C(=O)N1

entry no.	79	80	81	82	83	84
Htt clearance	38	9	0	24	-8	11
Htt clearance grain fraction	24	31	40	14	42	17

85) CCS(=O)(=O)N1CCCC(C(=O)N2CCC3(CC2)OCCO3)C1 (stereo not given)
86) C=CCN1C(=O)CSc2ccc(C(=O)N3CCC4(CC3)OCCO4)cc21
87) Cc1ccnc(-n2c(-c3ccco3)nc3ccccc3c2=O)c1
88) Cc1cccc(-n2c(O)c(C=NCc3cccnc3)c(=O)[nH]c2=O)c1C
89) CCCNC(=O)c1c(N)n(CC2CCCO2)c2nc3ccccc3nc12 (stereo not given)
90) CCOC(=O)C1=C(C)OC(N)=C(C(=O)OCC)[C@@]12C(=O)N(CC(N)=O)c1ccccc12

entry no.	85	86	87	88	89	90
Htt clearance	-66	-10	52	19	-1	60
Htt clearance grain fraction	72	39	9.3	30	18	17

91) CCCC1=C(C(=O)OCC)C2(C(=O)Nc3ccccc32)C(C#N)=C(N)O1 (stereo not given)
92) COc1ccc(CCNCc2ccccc2F)cc1OC
93) COc1ccc(CCn2c(O)c(C=NCCN3CCCCC3)c(=O)[nH]c2=O)cc1OC
94) CC12CN3CC(C)(CN(C1)C3c1cccs1)C2O (stereo not given)

entry no.	91	92	93	94
Htt clearance	-22	12	-26	-42
Htt clearance grain fraction	45	15	35	24

A portion of the library, so the mix of outcomes need not match the whole.
